High-throughput results from PubChem BioAssay.
Tb PYK inh: qHTS of Trypanosoma Brucei Inhibitors; pyruvate kinase (Trypanosoma brucei), Q57TT1; TbPYK enzyme, Kinase-Glo Plus ATP luminescence, 45 min; 410,000 tested, 0.12% active; Potency, µM (series often up to 76.8 µM), for inactives: at the highest dose activity, negative = inhibition, most hits filed as inhibitors; AID 624173, 2012; note: potency is the fitted concentration of half-maximal effect; % is set by controls: 0 for no effect and ±100 for the full control effect; nearly all actives have a fitted effect of over 50% in size
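Readout: single end-point luminescence (Kinase-Glo Plus, 10 min). Reaction conditions were TbPYK/substrate plus 130 uM ADP, 45 min at RT, pH 7.2 TEA buffer. No-enzyme wells served as controls, and data were normalized before concentration-response fitting.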
Pf growth 96h: Primary qHTS for delayed death inhibitors of the malarial parasite plastid, 96 hour incubation; P. falciparum luciferase reporter growth, 96 h; 320,000 tested, 6.9% active; Potency, µM (doses to about 28.7 µM), for the others: top-dose activity change, negative = inhibition, most hits filed as inhibitors; note: potency is the fitted concentration of half-maximal effect; % is set by controls: 0 for no effect and ±100 for the full control effect
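Two parasite generations (96 h, 37 C, 5% CO2) of compound exposure in infected erythrocytes (0.05% parasitemia, 2% hematocrit). Luciferase-reporter P. falciparum; decreased luminescence indicates inhibited growth, aimed at apicoplast-acting delayed death.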
CHX counter: Cycloheximide Counterscreen for Small Molecule Inhibitors of Shiga Toxin; max response, %; 300,000 tested, 12% active; cell reporter, cycloheximide protein synthesis inhibition counterscreen; in the data active = max response mostly above about 13%, no sharp cut-off; inactive = mostly below about 14%; note: read at 38.3 µM for the half of the compounds with a filed dose; 0% is about no effect
AMA1 RON2 block: qHTS for Inhibitors of AMA1-RON; Towards Development of Antimalarial Drug Lead: Primary Screen; Plasmodium falciparum AMA1 (3D7) - RON2 peptide interaction; AlphaScreen AMA1-biotinylated RON2 peptide binding; Potency, µM (titrated, usually from 58.2 µM), without a hit: top-dose activity change, negative = inhibition, actives largely listed as inhibitors; 360,000 tested, 0.2% active; AID 720542, 2013;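 note: potency is the fitted concentration of half-maximal effect; 0% = vehicle wells and -100% = peptide control; nearly all actives have a fitted effect of over 45% in size; some results filed as inactive show a strong effect at the top dose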
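AMA1 (3D7) with his tag at 25 nM final met compounds first, then biotinylated RON2 peptide at 25 nM; detection used donor plus acceptor beads, 10 µg/mL apiece, read by AlphaScreen after 30 min at room temperature.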
Shiga inhibitor: A qHTS for Small Molecule Inhibitors of Shiga Toxin; inhibition, % at 38.7 µM; Vero cells, Shiga toxin protein synthesis inhibition reporter; AID 2315, 2010; 290,000 tested, 9.2% active; in the data active = inhibition mostly above about 28%, no sharp cut-off; inactive = mostly below about 43%; note: 0% is about no effect
Pf growth 48h: Primary qHTS for delayed death inhibitors of the malarial parasite plastid, 48 hour incubation | 310,000 tested, 5.9% active | Potency, µM (highest dose often 28.7 µM), without a hit: top-dose activity change, negative = inhibition, usual class: inhibitors | P. falciparum luciferase growth in erythrocytes, 48 h | AID 504832, 2011; note: potency is the fitted concentration of half-maximal effect; % is set by controls: 0 for no effect and ±100 for the full control effect
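First compound was added to culture medium, then infected red cells at 0.1% parasitemia and 2% hematocrit (final). After incubation at 37 C under 5% CO2, luciferase detection reagent was dispensed and light output recorded.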
LmPK inh: qHTS Assay for Inhibitors of Leishmania Mexicana Pyruvate Kinase (LmPK) | 290,000 tested, 0.37% active | AID 1721, 2009 | Q27686 | Potency, µM (titrated, usually from 57.5 µM), for inactives: top-dose activity change, negative = inhibition, actives largely listed as inhibitors | purified LmPK, Kinase-Glo ATP luminescence, 1 h; note: potency is the fitted concentration of half-maximal effect; % is set by controls: 0 for no effect and ±100 for the full control effect
Target sequence (Q27686 whole entry, looked up): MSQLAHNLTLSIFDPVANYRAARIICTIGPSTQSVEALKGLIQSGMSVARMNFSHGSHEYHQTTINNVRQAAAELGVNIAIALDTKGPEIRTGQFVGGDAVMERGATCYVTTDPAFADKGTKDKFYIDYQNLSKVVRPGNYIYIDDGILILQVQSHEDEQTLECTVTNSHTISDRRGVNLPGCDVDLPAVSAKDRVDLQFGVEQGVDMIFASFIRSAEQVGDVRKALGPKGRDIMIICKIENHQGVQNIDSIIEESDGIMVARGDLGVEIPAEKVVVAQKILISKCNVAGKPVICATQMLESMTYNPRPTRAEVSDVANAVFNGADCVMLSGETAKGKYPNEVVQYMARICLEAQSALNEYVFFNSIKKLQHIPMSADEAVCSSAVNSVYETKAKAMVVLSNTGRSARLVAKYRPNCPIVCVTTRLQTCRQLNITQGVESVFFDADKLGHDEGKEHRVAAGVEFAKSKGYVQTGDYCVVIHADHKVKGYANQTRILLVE
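Kinase-Glo luminescence read after 1 h RT reaction of 0.1 nM LmPK with 0.5 mM PEP and 0.1 mM ADP. Activity scaled between uninhibited and enzyme-free controls.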
* = called active by the depositor; i = inactive; ? = inconclusive; nt = not tested or not shown; [ ] = remark or other dose. Unless noted, calls come from the whole dose curve; as a rule, active = well fitted curve in the direction sought with a large enough effect; inconclusive = small, poorly fitted or top-dose-only effect, or another doubt; inactive = no such curve, though single readings can be large; an effect the other way counts as inactive or inconclusive.

SMILES	Tb PYK inh	Pf growth 96h	CHX counter	AMA1 RON2 block	Shiga inhibitor	Pf growth 48h	LmPK inh
O=C(O)c1ccccc1OCc1ccccc1Cl	-2%	2%	-2	5%	1	?	1%
Cc1nc2nc(N)nn2c(C)c1C/C=C/c1ccccc1	1%	-10%	0	0%	-7	i	-6%
COc1cc(NC(=O)[C@@H]2CCCN2S(=O)(=O)c2cccc3cccnc23)cc(OC)c1OC	2%	89%[activator]	nt	0%	nt	58%[activator]	nt
O=C(NC1CCCCC1)c1cccc(S(=O)(=O)N2CCOCC2)c1	0%	8%	-4	17%	-6	-23%	-3%
COc1ccccc1Cc1noc(COc2cccc(C)c2C)n1	-7%	nt	-2	51%[activator]	0	-18%	1%
Cc1cc(Cl)ccc1Nc1ncccc1C(N)=O	-1%	195%[activator]	69*	-18%	69*	208%[activator]	1%
COC(=O)c1ccc(CSc2nc3c(c(=O)n2-c2ccc(Br)cc2)SCC3)o1	-5%	9.3µM*	-4	-23%	-13	nt	10%
CC(C)(C)c1cc[n+](/C(C(=S)Nc2ccccc2F)=C(/[O-])c2ccc3c(c2)OCCO3)cc1	-21%	?	23*	37%[activator]	50	?	-5%
COc1ccc(C2=Nn3c(C)nnc3SC2)cc1	5%	-27%	-9	-13%	3	15%	-9%
COc1ccc(-n2c(CN3CCC(C(N)=O)CC3)nc3ccc([N+](=O)[O-])cc3c2=O)c(OC)c1	0%	?	1	17%	36	0%	2%
CC(=O)Nc1scc(C)c1-c1nc2ccccc2s1	2%	0%	8	18%	4	?	13%
CCC(=O)c1cc2c(cc1NC(=O)c1cccs1)OCCO2	-17%	?	-4	-1%	-22	nt	4%
Cc1ccc(N(C)C(=O)CCS(=O)(=O)c2ccc3c(c2)oc(=O)n3C)cc1	-1%	15µM*	-2	-7%	11	21%	-1%
COC(=O)Nc1snnc1C	-2%	?	6	1%	20	3%	-7%
CCCc1cc(CNC(=O)C2CCC(=O)N(CCc3cccc(F)c3)C2)on1 (configuration not stated)	3%	180%[activator]	6	-10%	8	-2%	6%
COc1ccccc1-n1cnc(N)c1C(C)=O	0%	9%	-1	-22%	-4	11%	2%
CC(C)(C)OC(=O)N1CCCC1C(=O)O (configuration not stated)	7%	-12%	1	22%	-5	2%	-2%
COc1ccc(NC(=O)c2ccc(-n3cccn3)c([N+](=O)[O-])c2)cc1	3%	-4%	0	9%	27	-4%	0%
CC(=O)NCCCc1nc2ccccc2n1Cc1ccccc1F	-12%	-7%	-1	-1%	50	5%	5%
Cc1nc(-c2ccc(F)cc2)c(CC(=O)N(C)CC(=O)Nc2ccccc2C(F)(F)F)s1	-4%	-3%	nt	7%	nt	-9%	nt
CCOC(=O)c1c(NC(=O)COC(=O)c2ccccn2)sc(C(=O)N(C)C)c1C	7%	49%[activator]	nt	9%	nt	?	nt
CCOC(=O)c1cnn(-c2ccc(C(C)C)cc2)c1NC(=O)C1CCC1	-1%	141%[activator]	-3	-2%	45	197%[activator]	3%
CN(CC(=O)Nc1ccc(F)cc1)C(=O)CNC(=O)C1CCCCC1	8%	1%	nt	2%	nt	10%	nt
Cc1nc2ccc(NC(=S)NC(C)C)cc2nc1C	-3%	?	20*	-8%	12	33%[activator]	-2%
COc1ccc(CC(=O)OCC(=O)NCCc2ccccc2)cc1OC	6%	?	-3	-7%	-10	0%	1%
O=C1C(=O)N(CCN2CCOCC2)C(c2cccnc2)/C1=C(/O)c1ccccc1 (configuration not stated)	nt	-9%	-1	nt	-6	18%	-6%
O=c1cccc2n1CC1CC2CN(S(=O)(=O)c2ccccc2)C1 (configuration not stated)	3%	115%[activator]	-3	-16%	-16	0%	-4%
O=C(O)C1CCN(C(=O)CSc2nc3ccccc3c(=O)n2Cc2ccccc2)CC1	-1%	-19%	-6	1%	23	2%	0%
O=c1c2ccccc2nc(/C=C/c2cccnc2)n1CCc1ccccc1	-13%	?	-2	-6%	-2	?	1%
CN(Cc1cccs1)c1nc(-c2cccnc2)nc2ccccc12	0%	0%	-2	-23%	-9	?	-2%
COc1cc(/C=N/NC(N)=S)ccc1OCC(=O)Nc1ccc(C)cc1	-14%	29%	-1	-2%	-6	18%	7%
O=C(O)c1ccc(/C=N/NC(=O)c2ccc(CN3c4cccc5cccc(c45)S3(=O)=O)cc2)cc1	4%	?	6	68%[activator]	21	-13%	-5%
CCn1c(=O)c(C(C)=O)nc2ccccc21	-3%	19%	-2	-7%	45	0%	-3%
O=C(Cc1ccccc1)NN1C(=O)C2C3C=CC(C4CC34)C2C1=O (configuration not stated)	3%	?	-6	6%	-6	?	0%
CCCOC(=O)c1ccc(NC(=O)c2ccccc2[N+](=O)[O-])cc1	1%	?	38*	5%	91*	39%[activator]	1%
O=C(NC12CC3CC(CC(C3)C1)C2)c1cccc(OC(F)F)c1	0%	-11%	42*	2%	72*	?	-5%
Cc1cc(C(=O)NCc2ccco2)sc1C	-4%	-4%	nt	-5%	nt	6%	nt
COc1ccc(C2(CNC(=O)c3ccc(OCC(C)C)cc3)CCOCC2)cc1	-16%	?	-2	-3%	-30	?	-1%
Cc1c(NC(=O)Nc2ccc(Cl)cc2)c(=O)n(-c2ccccc2)n1C	1%	nt	-2	0%	3	17%	3%
Cc1ccc2sc(N(CCN(C)C)C(=O)/C=C/c3cccs3)nc2c1C	7%	?	-8	0%	-3	?	-7%
CC1CCc2c(sc3nc(CN4CCOCC4)nc(Sc4ccccc4)c23)C1 (configuration not stated)	5%	3%	-3	6%	-13	2%	-1%
CC1(C)CC(=O)C2=C(C1)O[C@@]1(CCCCN3C(=O)c4ccccc4C3=O)Cc3ccccc3C2O1	nt	1.7µM*	9	nt	i	1.7µM*	-8%[11.5 µM]
Cc1cc(C)nc(SCC(=O)Nc2nonc2N)n1	1%	-1%	2	-6%	8	9%	3%
CC(C)CC1(C)NC(=O)N(CC(=O)N2C(C)CCCC2C)C1=O (configuration not stated)	2%	16%	nt	63%[activator]	nt	-17%	nt
COc1ccc(Nc2ncc(C(=O)O)c3ccccc23)cc1	0%	nt	10	-1%	-4	23%	-2%
O=C(CCCCCCN1C(=O)c2ccccc2C1=O)N1CCC(c2ccccc2)C1 (configuration not stated)	3%	-14%	5	-25%	-3	?	5%
Cc1cc(NC(=O)c2ccccc2C)ccc1NC(=O)c1ccccc1Cl	-8%	-30%	11	0%	nt	-5%	2%
CN(C)c1ccc(C(CNC(=O)c2ccc(F)cc2)c2c[nH]c3ccccc23)cc1 (configuration not stated)	-2%	0%	-1	?	6	?	3%
Cc1ccc2[nH]c(=O)c(-c3nc4ccccn4c3NCc3ccco3)cc2c1	-3%	4.7µM*	30	-3%	33	33%[activator]	-2%
C=CCN1C(=O)C(Cc2ccccc2)SC1=Nc1ccc(C(=O)O)cc1 (configuration not stated)	1%	?	12	13%	11	4%	-9%
C=C1N2CCC(CC2)C1(O)c1ccccc1C (configuration not stated)	-8%	14%	-5	-2%	9	16%	-6%
CCOc1ccc(NC(=O)CC2C(=O)N(c3ccc(OC)cc3)C(=O)N2CCc2cccs2)cc1 (configuration not stated)	-6%	-4%	-7	7%	-6	?	4%
CCCCc1cc(=O)oc2cc(OC3CCCCC3=O)ccc12 (configuration not stated)	8%	-20%	-3	3%	18	nt	-8%
O=C(/C=C/c1ccc(Br)cc1)c1ccco1	1%	448%[activator]	29*	-7%	64*	13%	-14%
O=C(CCC(=O)N1CCCC1)Nc1ccc(Cl)c(Cl)c1	1%	47%[activator]	-2	0%	-5	42%[activator]	3%
CN1CCN(c2nc3c(c(=O)[nH]c(=O)n3C)n2CCSc2ncccn2)CC1	nt	?	-3	nt	-9	10%	-1%
Cc1ccc([N+](=O)[O-])cc1N/C=C/C(=O)c1ccco1	3%	64%[activator]	65*	-7%	125*	32%[activator]	3%
CCn1c(SCC(=O)N(C)CC(=O)Nc2ccc(F)c(F)c2F)nnc1-c1ccco1	-5%	-11%	-4	0%	6	21%	-4%
Cc1nn(C(C)C(=O)NCCN2CCCCCC2)c(=O)c2nn(-c3ccccc3)c(C)c12 (configuration not stated)	-3%	-20%	-6	5%	-8	19%	-7%
Cc1ccc(N(C(=O)CCC(=O)Nc2cc(C)on2)C(C(=O)NC2CCCC2)c2cccs2)cc1 (configuration not stated)	2%	nt	-5	12%	-8	12µM*	3%

Part of the list above in order of length of the SMILES, highest first.
SMILES	Tb PYK inh	Pf growth 96h	CHX counter	AMA1 RON2 block	Shiga inhibitor	Pf growth 48h	LmPK inh
CCOc1ccc(NC(=O)CC2C(=O)N(c3ccc(OC)cc3)C(=O)N2CCc2cccs2)cc1 (configuration not stated)	-6%	-4%	-7	7%	-6	?	4%
O=C(CCCCCCN1C(=O)c2ccccc2C1=O)N1CCC(c2ccccc2)C1 (configuration not stated)	3%	-14%	5	-25%	-3	?	5%
C=CCN1C(=O)C(Cc2ccccc2)SC1=Nc1ccc(C(=O)O)cc1 (configuration not stated)	1%	?	12	13%	11	4%	-9%
Cc1ccc([N+](=O)[O-])cc1N/C=C/C(=O)c1ccco1	3%	64%[activator]	65*	-7%	125*	32%[activator]	3%
CCCCc1cc(=O)oc2cc(OC3CCCCC3=O)ccc12 (configuration not stated)	8%	-20%	-3	3%	18	nt	-8%
O=C(/C=C/c1ccc(Br)cc1)c1ccco1	1%	448%[activator]	29*	-7%	64*	13%	-14%

Continuation:
SMILES	Tb PYK inh	Pf growth 96h	CHX counter	AMA1 RON2 block	Shiga inhibitor	Pf growth 48h	LmPK inh
CCCN1C(=O)SC(CC(=O)Nc2cccc3ccccc23)C1=O (configuration not stated)	-1%	10%	-1	8%	15	-21%	0%
COc1ccc(Cn2c(=S)[nH]c3cc(OC)c(OC)cc3c2=O)cc1	-1%	?	31*	48%[activator]	50	38%[5.75 µM]	5%
COc1ccc(CCC(=O)OCC(=O)Nc2ccccc2)cc1	-1%	99%[activator]	20*	-7%	68	58%[activator]	7%
COc1cc2c(cc1OC)C(C)N(S(=O)(=O)c1cn(C)c(C)n1)CC2 (configuration not stated)	-1%	33%[activator]	-1	3%	15	-1%	1%
CCOc1ccc(-c2n[nH]c(C)c2Oc2ccc(OC)cc2)c(O)c1	-5%	nt	14	83%[activator]	5	13µM*	3%
Cc1ccc(SCc2[nH]nc3c2C(c2ccco2)C(C#N)=C(N)O3)cc1 (configuration not stated)	1%	nt	-1	17%	-12	17%	-11%
COC(=O)C1=C(C)N(C)C(C)=C(C(=O)OC)C1c1ccccn1	-2%	?	-3	3%	42	?	-2%
Cc1ncc2c(c1OC(=O)c1ccc([N+](=O)[O-])cc1)COC(C)(C)OC2	1%	?	-4	-14%	13	32%[activator]	-3%
COCCNC(=O)C(c1ccc(O)cc1)N(Cc1ccccc1)C(=O)CCC(=O)Nc1ccccn1 (configuration not stated)	3%	?	-7	-16%	-3	1%	-3%
Cc1ccc(C)c(NC(=O)Cn2nc(C(F)(F)F)cc2C2CC2)c1	0%	19%	-5	8%	-3	nt	-1%
